# IL-2 act: activates IL-2 in a cell-based reporter assay | 360,000 tested, 0.065% active | IL-2 activation reporter assay, cell-based qHTS; stimulated with anti-CD3/CD4/CD28 beads; in transgenic mouse T cells | activation, % (series mostly up to about 46 µM) | AID 652025; in the data active = activation above about 50%; inconclusive = mostly about 30% to 49%; note: 0% is about no effect
#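 Screening format: compound pinned onto unstimulated transgenic mouse T cells, 60 min incubation, then anti-CD3/anti-CD4/anti-CD28 bead stimulation for 18 hours at 37 degrees C, followed by EGFP and DsRed detection.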
# HEK293 tox: cytotoxic in the GLP-1 receptor inverse agonist counter-screen; HEK293 cAMP-luciferase reporter cells, luminescence, 24 h; Potency, µM (top dose mostly 38.3 µM), without a hit: top-dose activity change, negative = inhibition, usual class: inhibitors; 410,000 tested, 0.13% active; AID 624418;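 note: loss of luciferase light is scored as toxicity; potency is the fitted concentration of half-maximal effect; % is set by controls: 0 for no effect and ±100 for the full control effect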
#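 Cells in DMEM/10% Nu serum/1% pen-strep, 1536-well format. Pre-incubated 12 h, dosed with 23 nL compound, incubated a further 24 h. Luciferase detection, 12 min at room temp, luminescence.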
# WRN inhibitor: WRN helicase (human) inhibition; Q14191; WRN helicase unwinding, fluorescent forked duplex, kinetic; Potency, µM (doses to about 114 µM), for the others: at the highest dose activity change, negative = inhibition, hits mostly inhibitors; 360,000 tested, 0.46% active; AID 651768; note: potency is the fitted concentration of half-maximal effect; % is set by controls: 0 for no effect and ±100 for the full control effect; nearly all actives have a fitted effect of over 55% in size
#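 Primary qHTS, 1536-well format. 20 nM WRN + compound, 15 min RT; start with 100 nM forked fluorophore/quencher duplex, 2 mM ATP (final); kinetic read ex 525/em 598 nm.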
# PLK1 PBD inh: PLK1 (human) polo-box domain binding inhibition | Plk1 PBD binding of FITC phosphopeptide, fluorescence polarization | Potency, µM, inactives show max response, negative = inhibition, actives largely listed as inhibitors | 360,000 tested, 2.8% active | AID 720504; note: potency is the fitted concentration of half-maximal effect; series mostly up to about 57 µM; % is set by controls: 0 for no effect and ±100 for the full control effect; nearly all actives have a fitted effect of over 65% in size
# Target sequence (P53350 whole entry, looked up, the tested form may be a part): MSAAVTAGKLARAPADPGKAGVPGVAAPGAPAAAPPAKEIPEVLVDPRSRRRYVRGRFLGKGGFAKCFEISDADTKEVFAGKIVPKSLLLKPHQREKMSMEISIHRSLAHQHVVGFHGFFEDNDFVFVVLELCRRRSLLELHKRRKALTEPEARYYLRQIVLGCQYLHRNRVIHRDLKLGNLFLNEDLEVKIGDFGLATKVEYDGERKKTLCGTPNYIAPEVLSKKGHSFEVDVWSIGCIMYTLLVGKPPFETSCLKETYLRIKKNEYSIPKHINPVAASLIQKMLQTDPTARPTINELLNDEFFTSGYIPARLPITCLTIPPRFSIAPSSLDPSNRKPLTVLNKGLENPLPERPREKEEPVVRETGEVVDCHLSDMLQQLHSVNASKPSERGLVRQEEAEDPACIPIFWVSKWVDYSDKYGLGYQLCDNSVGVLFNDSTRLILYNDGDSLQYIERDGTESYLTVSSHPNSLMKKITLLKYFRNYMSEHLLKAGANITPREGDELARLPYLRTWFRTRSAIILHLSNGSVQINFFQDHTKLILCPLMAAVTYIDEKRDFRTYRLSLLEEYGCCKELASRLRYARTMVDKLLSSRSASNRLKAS
# DRD3 antagonist: D3 dopamine receptor (human) antagonism | AID 652054 | D3R cells, DiscoveRx beta-arrestin luminescence, antagonist mode; stronger effect = lower value | max response, negative = inhibition, % | 360,000 tested, 2.5% active | P35462; in the data active = max response below about -50%; inconclusive = no clear call, values can overlap the other calls; note: % is set by controls: 0 for no effect and ±100 for the full control effect; mostly tested at two doses, the higher about 12 µM
#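 Cells plated overnight at 1500 cells/well, then exposed to library compounds with dopamine controls for 90 minutes at 37 degrees C. DiscoveRx reagent added for 30–60 minutes at room temperature; luminescence read, quantitative HTS format.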
# PI5P4Ka inh: PI5P4K alpha (human) kinase inhibition | P48426 | PI5P4Kalpha enzyme, ADP-Glo luminescence, 60 min; stronger effect = lower value | max response, % | 330,000 tested, 1.2% active | AID 652105; active = max response of -50% or lower; inconclusive = between -30% and -50%; inactive = -30% or higher; note: value at the top dose of about 77 µM; % is set by controls: 0 for no effect and ±100 for the full control effect
# Target sequence (P48426 whole entry, looked up): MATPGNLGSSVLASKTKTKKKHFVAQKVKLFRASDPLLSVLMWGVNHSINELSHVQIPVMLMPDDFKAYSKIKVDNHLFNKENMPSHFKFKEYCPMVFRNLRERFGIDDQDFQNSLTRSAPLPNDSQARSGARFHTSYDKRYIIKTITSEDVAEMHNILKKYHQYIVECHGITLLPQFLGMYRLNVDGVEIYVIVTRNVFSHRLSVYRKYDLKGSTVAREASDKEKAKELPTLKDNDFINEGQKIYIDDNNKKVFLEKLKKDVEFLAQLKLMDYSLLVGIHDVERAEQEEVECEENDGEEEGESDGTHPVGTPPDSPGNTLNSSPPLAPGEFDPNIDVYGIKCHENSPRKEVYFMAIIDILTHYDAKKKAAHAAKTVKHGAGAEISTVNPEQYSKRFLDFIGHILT
#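 Controls without substrate or without enzyme flank wells where PI5P4Kalpha converts substrate using 5 microM ATP (final). Incubation lasts 60 minutes at room temperature; ADP formed is read by ADP-Glo luminescence.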
# D3 ag: D3 dopamine receptor (human) agonism. P35462. D3R DiscoveRx beta-arrestin cells, luminescence, 90 min. max activation, %. 410,000 tested, 0.58% active; in the data active = max activation above about 30%; note: 0% is about no effect; mostly tested at two doses, the higher about 12 µM
#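 Agonist-mode cell screen: cells plated at 1500/well and incubated overnight at 37 °C, then exposed to library compounds for 90 min at 37 °C. Detection reagent was added for 30–60 min at room temperature, and luminescence was read.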
# GLP1R inv ag: GLP-1 receptor (human) inverse agonism; P43220; HEK293 GLP-1R CRE-luciferase, luminescence, 24 h; GLP-1R form is constitutively active; Potency, µM (top dose mostly 38.3 µM), for inactives: top-dose activity change, negative = inhibition, actives largely listed as inhibitors; 410,000 tested, 1.6% active; note: potency is the fitted concentration of half-maximal effect; % is set by controls: 0 for no effect and ±100 for the full control effect; nearly all actives have a fitted effect of over 55% in size
#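 Luminescence readout: a drop in cAMP-driven luciferase signal flags inverse agonism at a constitutively active GLP-1R stably expressed in HEK293. Compound exposure lasted 24 hr at 37 deg C, 5% CO2.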
# GLP1R ag: activates the human GLP-1 receptor; P43220; HEK293 GLP-1R CRE-luciferase, luminescence, 4-6 h; cells express a hypersensitive GLP-1R form; Potency, µM (doses to about 45.6 µM), inactives show at the highest dose activation, usual class: activators; 380,000 tested, 0.007% active; AID 624172; note: potency is the fitted concentration of half-maximal effect; % of control where 0% means no effect
# * hit, by the source's call; ? = inconclusive; · = no result given; & = joins results of further samples; [ ] = another dose, or the depositor's remark. Unless noted, calls come from the whole dose curve; as a rule, active = well fitted curve in the direction sought with a large enough effect; inconclusive = small, poorly fitted or top-dose-only effect, or another doubt; inactive = no such curve, though single readings can be large; an effect the other way counts as inactive or inconclusive.
# Values run as follows: IL-2 act	WRN inhibitor	PI5P4Ka inh	D3 ag	PLK1 PBD inh	HEK293 tox	DRD3 antagonist	GLP1R inv ag	GLP1R ag
Cc1c(Cl)cccc1-c1ccc(/C=C(\C#N)c2nc3ccccc3[nH]2)o1
 : ·	·	·	-9	·	109%[activator]	·	?	0%
Cc1cc(C)c2cc(C#N)c(N3CCCN(S(=O)(=O)c4ccccc4)CC3)nc2c1
 : 5.3	1%	·	0	-7%	1%	-11	9%	-3%
COc1ccc(N2CCN(C(=O)c3ccc(CS(=O)c4cccc(C)c4)o3)CC2)cc1 (stereo unspecified)
 : 0.8	3%	1	9&12	-13%	-25%&-7%	-1	?	1%
CC(C)Oc1cccc(C(=O)NC(=S)N2CCN(c3ccc(C(F)(F)F)cc3[N+](=O)[O-])CC2)c1
 : 0.5	-7%	-1	-11	0%	-34%	0	?	-20%
O=c1nc(NCc2ccco2)sc2ncccc12
 : -2.4	0%	·	5	-3%	9%	-10	0%	1%
Cc1ccc(C(=O)NCCN2C3=NC[C@H](Cc4ccc(O)cc4)N3C[C@H]2Cc2ccc(O)cc2)cc1Br
 : 0.7	7%	-25	-53	3%	-3%	?	-17%	4%
O=C(NCCCCNC(=O)c1ccco1)c1ccco1
 : 0.7	-10%	0	1	1%	26%	1	8%	-3%
O=C(Nc1cccc(S(=O)(=O)N2CCOCC2)c1)[C@@H]1CCCN1S(=O)(=O)c1ccc(Cl)cc1
 : -1.6	-28%[57.1 µM]	1	-7	-1%	7%	-4	18%	8%
COCCOC(=O)c1c(C)oc2ccc(O)c(CN3CCC(C)CC3)c12 (tested in a mixture with another compound)
 : -0.1	12%	1	-5	-10%	-4%	5	-16%	10%
O=C(Nc1ccc(N2CCOCC2)cc1)C1CCN(S(=O)(=O)c2cccc(C(F)(F)F)c2)CC1
 : 0.5	10%	0	1	-9%	3%	0	-17%	2%
Cc1ccc(S(=O)(=O)N2CCC(C(=O)Nc3nnc(C4CCCC4)s3)CC2)cc1
 : 0.0	-4%	·	3	-10%	4%	-18	2%	1%
O=C(Nc1cccc(Cl)c1)c1nc[nH]c1C(=O)N1CCN(c2ccccc2)CC1
 : -2.6	-4%	-3	1	-4%	-7%	-28	-9%	-3%
CCc1nnc(NC(=O)CSc2nc3[nH]ncc3c(=O)[nH]2)s1
 : -0.3	?	-3	4	-18%	6%	4	38%[activator]	0%
FC(F)(F)Oc1ccccc1-c1nnc(-c2cccc(C(F)(F)F)c2)o1
 : -1.8	-11%	41	4	3%	7%	4	8%	12%
CCOc1ccc(N2CC(C(=O)Nc3cc(C)on3)CC2=O)cc1 (stereo unspecified)
 : -0.8	-36%[57.1 µM]	1	4	-13%	4%	-19	12%	-7%
CC(C)(CO)NCC(=O)Nc1cc(C(F)(F)F)cc(NC(=O)CNC(C)(C)CO)c1Cl
 : 0.0	-4%[57.1 µM]	5	-5	-1%	-3%	9	17%	4%
CCc1ccccc1NC(=O)CN1CCN(C(=O)CNC(=O)c2ccc(N3CCCC3=O)cc2)CC1
 : -0.6	-3%	1	-9	-9%	5%	-24	1%	1%
Cc1cc(C)cc(Nc2cc(C)nc3ncnn23)c1
 : -1.8	5%	-2	-2	-15%	7%	4	5%	7%
COc1ccc(C(=O)NCCC2=CCCCC2)cc1S(=O)(=O)N1CCOCC1
 : -1.4	-1%	5	9	8%	2%	7	8%	-4%
CC(=O)c1cccc(Nc2c([N+](=O)[O-])c(=O)oc3ccccc23)c1
 : 0.1	4%	-6	-5	-16%	-13%	-27	7%	9%
CC1(C)CCc2cc(-c3ccn(S(=O)(=O)c4ccccc4Cl)n3)ccc2O1
 : -3.3	-11%	12	9	0%	?	15	?	?
O=C(CCC(=O)OCc1cccc([N+](=O)[O-])c1)Nc1ccccc1Cl
 : -4.4	-24%[57.1 µM]	1	4	-3%	-2%	-6	24%	0%
CCc1nc(SCc2ccc(OC)c(Br)c2)n[nH]1
 : 0.5	1%	2	0	-18%	2%	2	4%	12%
COc1ccccc1-c1cnc(C(O)c2ccc(F)cc2C)[nH]1 (stereo unspecified)
 : 0.8	-4%[57.1 µM]	2	7	-6%	-11%	13	-14%	-3%
FC(F)(F)COc1cc(-c2nnc(SCc3ccccc3)n2Cc2ccco2)cc(OCC(F)(F)F)n1
 : -0.2	4%	-4	-3	5%	5%	-11	10µM*	13%
CCN(CC)C(=N)N1c2ccccc2CCC1C (stereo unspecified)
 : -0.8	-5%	9	2	-1%	2%	10	-9%	-3%
c1ccc(C(c2cccs2)c2c[nH]c3ccccc23)cc1 (stereo unspecified)
 : ·	·	·	-1	·	-17%	·	?	-1%
Brc1ccc(-c2nnc(-c3cccnc3)c3conc23)cc1
 : -1.0	0%	5	2	-29%	-3%	6	-6%	-10%
COc1cccc(C(C(=O)NC2CCCCC2)N(C(=O)Cc2cccs2)c2ccc(-n3cnnn3)c(OC)c2)c1 (stereo unspecified)
 : 0.3	10%	·	-15	2%	-18%	6	0%	-15%
Cc1cc(Cl)ccc1C(O)c1ncc(-c2ccc(C(F)(F)F)cc2)[nH]1 (stereo unspecified)
 : -1.0	-14%	8	6	-6%	-18%	16	?	-3%
COc1ccc(/C(N)=N/OC(=O)CN(C)S(=O)(=O)c2ccc(C)cc2)cc1
 : -1.7	-2%	9	0	-5%	-9%	-8	?	19%
Nc1cc(C(=O)OCC(=O)NCCCc2ccccc2)ccc1Cl
 : -3.2	-1%	6	-14	-11%	-3%	-6	-23%	5%
Nc1nc(SCC(=O)N2N=C(c3ccc(Cl)cc3)CC2c2ccco2)n[nH]1 (stereo unspecified)
 : 1.1	10%	1	-14	-7%	2%	14	-1%	4%
COc1ccc(NC(=S)N(CCCN2CCOCC2)Cc2cn(C)c3ccccc23)cc1
 : -3.3	-10%	3	-8	?	-9%	?	?	3%
CCOc1nc(OCC)nc(N2CCC(C)CC2)n1
 : -1.8	4%	13	5	-3%	2%	4	6%	32%
COc1ccc(CNC(=O)CSc2nc3ccccc3n2C(C)=O)cc1
 : 2.7	-13%	-1	1	-15%	-8%	5	8%	12%
O=C(COc1ccc(F)c(Cl)c1)N1CCN(c2ccccn2)CC1
 : -0.2	-30%	-1	1	-7%	-7%	1	-14%	-1%
O=C(CN1C(=O)c2cccc3cccc(c23)C1=O)N1CCN(Cc2ccc3c(c2)OCO3)CC1
 : 0.5	2%	·	6	-8%	-6%	6	0%	0%
Cc1cc(/C=C2\SC(=S)NC2=O)c(C)n1-c1cccc(O)c1
 : 3.4	?	-68*	-4	?	-12%	?	22%	-1%
Cc1cc(Cl)ccc1Oc1ccccc1C(=O)CC#N
 : -2.3	6%	-7	-1	-20%	-14%	-16	?	-7%

# The closing two entries of the section above are carried over, then new ones follow:
# Values run as follows: IL-2 act	WRN inhibitor	PI5P4Ka inh	D3 ag	PLK1 PBD inh	HEK293 tox	DRD3 antagonist	GLP1R inv ag	GLP1R ag
Cc1cc(/C=C2\SC(=S)NC2=O)c(C)n1-c1cccc(O)c1
 : 3.4	?	-68*	-4	?	-12%	?	22%	-1%
Cc1cc(Cl)ccc1Oc1ccccc1C(=O)CC#N
 : -2.3	6%	-7	-1	-20%	-14%	-16	?	-7%
CCc1ccc(NC(=O)c2ccc(Cn3cc([N+](=O)[O-])cn3)cc2)cc1
 : -0.5	4%	-1	-8	-13%	6%	-13	?	15%
CCOC(=O)c1[nH]c(C)c(C(=O)NCCc2ccc(OC)cc2)c1C
 : -1.0	-4%	·	4	-5%	1%	9	0%	-4%
Cc1cccn2c(=O)c(/C=C(\C#N)S(=O)(=O)c3ccc(Cl)cc3)c(N3CCC(C(N)=O)CC3)nc12
 : 1.1	0%	2	6	3%	-4%	-28	42%[activator]	4%
Cc1ccc(OCCn2cc(C(=O)O)c3ccccc32)cc1
 : 0.2	-2%	-2	-5	-15%	0%	-6	-12%	1%
CCOc1c(C=C(C#N)C#N)c2ccccc2n1CC
 : 0.7	-33%	-3	-1	-4%	?	-3	-27%	-2%
CCCCOC(=O)c1ccc(NC(=O)c2ccccc2OC)cc1
 : -0.1	?	1	0	0%	3%[1.53 µM]	-8	?	3%
Cc1ccc(Cl)cc1NC(=S)N(CCCN1CCN(C)CC1)Cc1cccs1
 : 4.4	2%	4	-11	-6%	?	?	?	3%
CCCOC(=O)/C(=C\C=C\c1ccco1)NC(=O)c1ccccc1
 : -2.6	-4%[11.6 µM]	?	-3	-28%	1%	4	-15%	17%
CC(NC(=O)c1ccc2c(c1)OCO2)c1ccccc1 (stereo unspecified)
 : -0.4	5%	4	-4	-5%	1%	-17	0%	7%
CCOC(=O)N/N=C/c1cc(C)n(-c2cccc3ccccc23)c1C
 : 1.8	-1%	6	-10	-7%	-8%	4	?	-10%
COCCNC(=O)C(c1ccc(O)cc1)N(C(=O)CCC(=O)Nc1nccs1)c1cccc(C)c1 (stereo unspecified)
 : 0.0	-3%	7	5	-4%	-23%	-7	-10%	0%
COc1cccc(-c2sc3ccc(OC)cc3c2-c2cnc(N3CCOCC3)nc2)c1
 : 0.9	3%	19	2	-7%	-10%	68	?	-3%
CCOc1ccc(-n2c(SCC(=O)Nc3cc(C)ccc3C)nc3c([nH]c4ccccc43)c2=O)cc1
 : ·	·	·	-9	·	-1%	·	14%	-1%
COc1cc(C=C(OC(C)=O)c2ccc3c(c2)OCO3)cc(OC)c1OC
 : -0.7	7%[57.1 µM]	3	3	-8%	7%	24	15%	16%
COc1ccc(Nc2ccccc2)c(C)c1
 : -0.6	-3%	·	-19	-6%	2%	-2	5%	-14%
CCCc1cc(=O)[nH]c(SCC(=O)c2ccc3c(c2)OCCO3)n1
 : -3.0	2%	-4	-3	-13%	13%	13	-8%	8%
Cc1cc(/C(N)=N/OC(=O)Nc2ccccc2)no1
 : -0.8	-17%	4	9	-8%	1%	7	30%	5%
CN(C)CCSc1nc(-c2ccccc2)nc2c1CCC2
 : -0.6	-1%	0	-2	-11%	6%	10	23%	8%
O=[N+]([O-])c1cccc(C=NN=Cc2ccccc2O)c1
 : -3.5	4%	30	0	-3%	-23%	11	-12%	3%
NS(=O)(=O)c1ccc(-n2cccc2C=O)cc1
 : -5.4	3%	1	13	?	10%	13	8%	-1%
